CDK5 inh = CDK5/p35 (human) kinase inhibition; AID 488839; Recombinant CDK5/p35, ADP-Glo luminescence, 60 min; Q00535+Q15078; inhibition, % at 10 µM; 330,000 compounds, 0.01% hits;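 active = highest replicate inhibition of at least 50% and at least 75% of replicates reaching 50%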;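 also: plate controls were DMSO neutral control for no effect and GW8510 at 10 µM for full effect; many of its hits are not listed in these tables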
PfHsp90 set2 = inhibits growth of yeast expressing Plasmodium falciparum Hsp90 | 310,000 compounds, 0.32% hits | S. cerevisiae expressing PfHsp90, BacTiter-Glo ATP, 48 h; yeast lacking PDR1 and PDR3 efflux regulators | inhibition, % at 9.4 µM;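 active = every replicate shows inhibition above about 80%, whatever the replicate mean, limit read from the data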;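 also: 0% = DMSO neutral controls and 100% = 20 µM radicicol positive controls; yeast relying on Plasmodium falciparum Hsp90 in place of its own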
Keap1-Nrf2 PPI = Keap1-Nrf2 (human) interaction inhibition | 340,000 compounds, 0.15% hits | Q14145 | AID 504523 | inhibition, % at 9.4 µM | Keap1 Kelch-Nrf2 peptide fluorescence polarization, 1536-well; in the data active = inhibition above about 12%;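 also: human Keap1 Kelch domain with fluorescein labeled Nrf2 9mer peptide probe; 0% = neutral control wells and 100% = peptide positive control; higher means more block of Keap1 binding to Nrf2 peptide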
SUMO Mot1 rescue = inhibitors of SUMOylation pathway: yeast Mot1-301 growth rescue; S. cerevisiae Mot1-301 growth rescue, ATP luminescence, 38.5C; percent above DMSO median, 100 means doubled; growth rescue, % at 18.8 µM; 320,000 compounds, 1% hits;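 active = every valid replicate shows activation above 250% relative to neutral control wells; inactive = the rest, any valid replicate at or below 250%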;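 also: OY570 slx delta 5 strain wells were the positive control but not used for scaling; some compounds called inactive have numbers as strong as hits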
Rtt109 HAT inh = blocks Candida albicans Rtt109/Vps75 acetyltransferase activity; 330,000 compounds, 0.16% hits; AID 540336; purified Rtt109/Vps75, ThioGlo CoA-SH fluorescence, 4 h; Q5AAJ8; inhibition, % at 34.9 µM;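 active = inhibition of at least 50% in every replicate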
C-LANA FP = KSHV C-LANA DNA binding inhibition; AID 504423; 340,000 compounds, 0.078% hits; inhibition, % at 9 µM; MBP-C-LANA/FAM-LBS DNA binding, fluorescence polarization;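 active = highest replicate inhibition at or above 60% at 9 µM, even if other replicates fall short; inactive = all replicates below 60% inhibition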;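 also: 0% = neutral control wells and 100% = 4 µM acridine orange control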
RTF Ca sens act = increases calcium sensitivity of human cardiac regulated thin filaments. activation, % at 7.2 µM. IANBD-labeled TnC RTF fluorescence at EC20 calcium; 0% EC20 calcium, 100% full calcium. AID 493008. 340,000 compounds, 0.24% hits;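 active = activation above the mean over all tested compounds plus 3 SD, cut at about 30% in these data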;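 also: rise in fluorescence read as greater calcium sensitivity of cardiac thin filaments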
RTF Ca sens inh = cardiac RTF calcium desensitization | inhibition, % at 7.15 µM | P19429+P45379 | IANBD-labeled cardiac RTF, Ca2+ fluorescence | 340,000 compounds, 0.12% hits;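 active = inhibition above the mean inhibition of all tested compounds plus 3 SD, cut at about 17% in these data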;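 also: assay run at fixed EC70 calcium of 1.6 mM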
PvdQ acylase = P. aeruginosa PvdQ acylase inhibition | AID 488965 | purified PvdQ acylase, fluorescence plate reader | inhibition, % at 10 µM | 340,000 compounds, 0.063% hits; in the data active = inhibition above about 30%, passing the limit was not always enough;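 also: 0% = vehicle neutral wells and 100% = reference inhibitor wells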
dFosB activator = activators of mouse delta FosB homodimer. purified delta FosB, TAMRA-CDK5 oligo fluorescence polarization; percent of positive-control signal above neutral wells. activation, % at 25 µM. 340,000 compounds, 0.99% hits. AID 493131;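 active = mean activation above about 17%, with every replicate also reaching it, limit read from the data, passing the limit was not always enough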;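 also: fluorescence polarization rise as delta FosB binds a TAMRA Cdk5 AP-1 oligo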
NSD2 HMT inh = inhibitors of human histone methyltransferase NSD2; O96028; AID 743445; 310,000 compounds, 0.54% hits; NSD2 peptide methylation, AlphaScreen, 120 min; inhibition, % at 12.5 µM; in the data active = inhibition above about 50%
Target sequence (O96028 whole entry, looked up): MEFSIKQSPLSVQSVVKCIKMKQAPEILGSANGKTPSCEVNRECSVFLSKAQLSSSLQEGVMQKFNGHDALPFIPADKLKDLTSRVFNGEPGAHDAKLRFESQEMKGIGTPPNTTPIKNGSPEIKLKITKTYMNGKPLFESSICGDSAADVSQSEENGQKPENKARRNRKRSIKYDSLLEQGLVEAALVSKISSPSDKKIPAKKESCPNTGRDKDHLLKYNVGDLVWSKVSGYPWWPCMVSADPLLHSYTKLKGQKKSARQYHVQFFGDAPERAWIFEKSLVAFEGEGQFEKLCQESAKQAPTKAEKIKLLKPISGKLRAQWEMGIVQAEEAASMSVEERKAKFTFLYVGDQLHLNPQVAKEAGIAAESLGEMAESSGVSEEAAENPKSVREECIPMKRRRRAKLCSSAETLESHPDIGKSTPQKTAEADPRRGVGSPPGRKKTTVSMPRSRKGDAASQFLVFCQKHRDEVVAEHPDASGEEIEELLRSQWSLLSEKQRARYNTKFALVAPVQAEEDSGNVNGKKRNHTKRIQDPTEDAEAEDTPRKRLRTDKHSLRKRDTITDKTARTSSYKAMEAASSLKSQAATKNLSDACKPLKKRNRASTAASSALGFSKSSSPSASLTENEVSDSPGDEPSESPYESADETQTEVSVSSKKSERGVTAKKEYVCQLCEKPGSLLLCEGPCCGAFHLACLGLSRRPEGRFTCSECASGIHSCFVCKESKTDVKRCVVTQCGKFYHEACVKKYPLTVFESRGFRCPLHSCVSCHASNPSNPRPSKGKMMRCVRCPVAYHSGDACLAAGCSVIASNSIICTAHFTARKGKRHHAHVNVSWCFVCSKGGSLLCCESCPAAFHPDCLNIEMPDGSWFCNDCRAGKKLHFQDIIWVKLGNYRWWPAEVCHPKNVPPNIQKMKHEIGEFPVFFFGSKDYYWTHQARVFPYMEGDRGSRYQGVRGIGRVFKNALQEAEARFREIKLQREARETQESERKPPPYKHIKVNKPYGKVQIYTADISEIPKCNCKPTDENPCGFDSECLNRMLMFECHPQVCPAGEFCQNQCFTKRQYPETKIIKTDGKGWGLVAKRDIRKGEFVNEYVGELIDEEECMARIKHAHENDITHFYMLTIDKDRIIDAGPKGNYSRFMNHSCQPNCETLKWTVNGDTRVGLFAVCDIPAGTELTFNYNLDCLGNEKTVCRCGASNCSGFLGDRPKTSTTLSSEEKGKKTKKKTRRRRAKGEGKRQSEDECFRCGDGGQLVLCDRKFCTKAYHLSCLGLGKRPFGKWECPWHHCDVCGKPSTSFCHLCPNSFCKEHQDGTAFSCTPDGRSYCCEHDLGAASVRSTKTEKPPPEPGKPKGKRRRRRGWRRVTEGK
Starred values were filed as active, the others as inactive; . = no result given; + = active, no number. Rows were taken by chance; 3.2% or so of the library scored in one or more.

SMILES	CDK5 inh	PfHsp90 set2	Keap1-Nrf2 PPI	SUMO Mot1 rescue	Rtt109 HAT inh	C-LANA FP	RTF Ca sens act	RTF Ca sens inh	PvdQ acylase	dFosB activator	NSD2 HMT inh
COc1ccc(OC)c(NC(=O)COC(=O)c2ccc(S(=O)(=O)N3CCOCC3)cc2)c1	0.1	-14	-3	-36	-18	-0.7	1	-2	-14	-4	0
COc1ccccc1NC(=O)CC(=O)c1cccc([N+](=O)[O-])c1	-0.6	1	0	0	7	-3.4	2	-1	1	-3	0
Cc1c(C(=O)Nc2ccc(F)cc2)cn2c(nc3ccccc32)c1C#N	1.1	5	-3	6	-16	2.8	0	1	-16	33*	0
N#Cc1c2c(c[nH]c1=O)CCN2Cc1ccccc1	-0.5	9	-1	1	0	1.5	-2	-1	-8	4	-1
O=C(NCCc1ccc(Cl)cc1)c1n[nH]c2ccccc12	0.4	11	-5	425	-1	0.4	11	-5	-7	-13	-3
CC(NC(=O)c1ccc([N+](=O)[O-])cc1[N+](=O)[O-])c1ccc(-c2ccccc2)cc1 (stereo not given)	.	-19	-3	14	1	0.5	1	-2	3	1	11
CC1=CC(C)(C)Nc2ccc(OS(=O)(=O)c3ccc(C)cc3)cc21	-0.4	-15	-5	-12	-6	-0.9	2	-2	-13	-5	1
COc1ccc(CCNS(=O)(=O)c2ccc(S(=O)(=O)N3CCCC3)cc2)cc1OC	-3.0	.	-3	-10	-3	0.6	8	1	-21	-1	0
COC(=O)c1cccc([N+](=O)[O-])c1CS(=O)(=O)c1ccc(C)cc1	1.1	.	6	-16	-7	0.1	-2	-3	-6	-3	2
CCn1c(SCc2ccccc2)nnc1-c1ccc(S(=O)(=O)N2CCCCC2)cc1	-3.9	49	-3	97	-2	-0.3	8	-14	-13	0	-1
O=C(Nc1ccnn1C1CCN(C2CCC2)CC1)c1ccccc1Cl	-0.6	-13	0	-15	-3	0.3	-2	-8	-13	10	1
O=C(OCc1c(-c2ccccc2)ncc2ccccc12)c1ccc(F)cc1	-0.3	32	-2	-14	-11	-4.4	-4	-9	-12	-1	.
CCn1ncc(CN2CCC(C(=O)Nc3cccc(-c4cccc(F)c4)c3)CC2)c1C	-1.5	19	6	.	39	-1.3	-2	-6	-18	-3	3
S=c1[nH]nc(-c2ccncc2)n1Cc1ccco1	1.5	7	-2	62	0	-0.6	-1	-3	-11	-4	0
O=C(NCCN1CCOCC1)c1cc(-c2ccc(Cl)c(Cl)c2)on1	0.9	15	1	135	-5	2.4	-8	6	-6	-8	-3
COc1ccc(NC(=O)c2c(-c3c(Cl)cccc3Cl)noc2C)cn1	1.8	-7	-1	-8	-10	1.8	2	-6	-6	-12	6
COc1ccc(S(=O)(=O)N2CCCCC2)cc1NC(=O)c1ccc2ccccc2n1	1.7	0	0	-4	1	2.2	7	-5	-15	-15	-2
COC(=O)c1sc2nc3c(cc2c1N)C(=O)CC(C)(C)C3	-5.0	5	-1	5	-1	-4.6	3	-3	-2	1	-2
O=C1/C(=C/c2ccc3c(c2)OCO3)Oc2cc(OCC(=O)N3CC(O)C[C@H]3C(=O)O)ccc21 (stereo not given in full)	-0.2	5	-8	-9	-4	-3.0	10	-10	7	-8	.
CC(=NNC(=O)c1cccs1)c1ccc2c(c1)OCCO2	1.2	.	2	2	2	0.2	-5	-4	0	1	-4
Nc1nnc(SCC(=O)Nc2cccc(S(N)(=O)=O)c2)s1	-2.8	10	-3	-4	3	7.7	1	0	-9	4	0
Cc1nc2ccccn2c1C(=O)NN=C1CCCC1	-0.4	-16	-3	11	8	0.8	4	-6	-8	2	-1
Cc1cc(=O)oc2c(CN(C)Cc3ccccc3)c(O)ccc12	-0.3	-4	-1	-10	-250	-0.5	0	1	-14	-3	2
COc1ccc(-n2nc([N+](=O)[O-])c(=NC3CCN(Cc4ccccc4)CC3)n2O)cc1	-1.3	15	0	347	.	0.4	4	-8	-11	-5	17
Cc1ccc2nc(N/N=C\c3ccc([N+](=O)[O-])o3)nc(-c3ccccc3)c2c1	-0.8	-107	-7	2	5	-1.0	1	0	-11	-1	1

(further entries)
SMILES	CDK5 inh	PfHsp90 set2	Keap1-Nrf2 PPI	SUMO Mot1 rescue	Rtt109 HAT inh	C-LANA FP	RTF Ca sens act	RTF Ca sens inh	PvdQ acylase	dFosB activator	NSD2 HMT inh
C[n+]1ccc(/C=C/c2ccccc2O)c2ccccc21	2.2	14	-3	-11	.	0.1	1	-3	-4	-4	50*
Nc1nc2cc(S(=O)(=O)NC3=NCCCCC3)ccc2s1	-0.1	8	1	67	-2	-0.6	-5	1	0	-4	-1
O=C(NCCO)/C(=C/c1ccc(Br)cc1)NC(=O)c1cccs1	-0.7	12	4	1	1	0.5	-2	-5	-9	1	2
CCOC(=O)c1c(N)nn(C(C)=O)c1-c1ccccc1	-1.0	-2	-5	4	-7	-0.1	-4	-1	-17	0	13
COc1ccc(NC(=O)CN(C)C(=O)CCC(=O)c2ccc(C)cc2)cc1	1.9	-13	-9	4	1	1.4	-1	7	-9	-8	-2
CC1CN(C2=NC(=O)/C(=C/c3ccncc3)S2)CC(C)O1 (stereo not given)	-1.8	-5	-6	2	-2	-0.6	-4	-3	-7	-4	3
CN(C)/C=C(\C=N\OCc1ccc(Cl)cc1Cl)C(=O)Nc1ccc(Cl)c(Cl)c1	-0.4	-4	5	-37	13	0.3	-12	2	-5	-12	3
O=C(Cn1cccc1C(=O)c1ccccc1)NCCN1CCCCCC1	1.5	-3	0	4	-1	0.8	1	-4	12	1	6
CC(=O)N1N=C(N)SC12CCCC2	-0.3	0	-3	+	-4	0.3	2	-2	-15	0	-4
COc1ccc(-c2cc(=O)oc3c(O)c(O)ccc23)cc1	-1.1	-10	-6	203	-7	0.4	-5	-3	-5	7	33
O=C1NC(c2ccncc2)Nc2ccccc21 (stereo not given)	0.7	16	1	12	-17	-0.1	-1	-3	-11	0	0
C=CCOC(=O)C1=C(C)NC(SCC)=C(C#N)C1c1ccc(Cl)cc1 (stereo not given)	0.3	-23	1	5	-1	-1.2	-4	-5	9	-4	-10
CC(Cc1cccs1)NC(=S)Nc1ccccc1 (stereo not given)	-0.9	10	-2	3	.	0.8	-4	3	19	7	-1
COc1ccc(/C(C)=N/NC(=S)Nc2cc(C)ccc2C)cc1	5.7	-13	-7	12	-3	-1.9	-3	-7	12	-14	0
CCOc1ccc(NC(=O)CN(C)C(=O)c2c(C)nn(Cc3ccccc3Cl)c2C)cc1OCC	-1.5	.	-2	.	-2	0.3	3	-5	7	-11	0
COc1cccc2sc(N(CCN(C)C)C(=O)c3ccc4c(c3)CCCC4)nc12	-0.5	2	3	-23	-7	-0.2	1	-8	-13	2	6
O=C(c1ccc(CN2CCc3ccccc3C2)cc1)N1CCN(c2ccc(F)cc2)CC1	-1.3	-2	-4	115	14	0.2	-1	6	-17	-4	-3
Cc1ccc(C)c(NC(=O)c2cccc(Oc3ccc([N+](=O)[O-])cc3Cl)c2)c1	-0.8	-21	-2	2	.	-0.3	2	3	-8	-4	-1
CCCN(CCC)C(=O)C[n+]1cccc(/C=N/O)c1	-0.7	29	-3	7	4	1.0	-4	-2	-12	8	0
CCCCCC(=O)Nc1ccc(C2C(=O)c3ccccc3C2=O)cc1	0.7	-4	-3	192	-10	-1.1	5	-7	-13	-8	11
Cc1nccn1C(c1ccccc1)c1ccccc1	-0.1	-28	1	3	-1	-1.1	-1	1	-8	2	24
COCCN(CC(=O)NCc1ccc(F)cc1)C(=O)CCC(=O)Nc1ccccn1	1.4	2	2	8	-8	0.6	-1	-7	17	6	.
COc1cc(O)c(C(CC(=O)N2CCCC(C)C2)c2ccc(N(C)C)cc2)c(OC)c1 (stereo not given)	0.0	4	-5	-8	2	2.4	-5	-5	4	-2	.
Cc1ccc(C(=O)CCC(=O)Nc2ccc(C)cn2)cc1	0.5	-5	1	10	3	-1.1	1	5	-3	-1	-1
CCc1c(C)sc(NC(=S)N2CCN(C(=O)C3CCCO3)CC2)c1C(=O)OC (stereo not given)	0.7	-22	1	7	-2	0.5	-4	-3	-2	-5	7

Additional results
SMILES	CDK5 inh	PfHsp90 set2	Keap1-Nrf2 PPI	SUMO Mot1 rescue	Rtt109 HAT inh	C-LANA FP	RTF Ca sens act	RTF Ca sens inh	PvdQ acylase	dFosB activator	NSD2 HMT inh
Cc1cc(C(=O)NC(C)CCC(C)C)c2ccccc2n1 (stereo not given)	-1.0	8	-2	8	.	-1.0	-6	3	-4	-14	-1
CSc1nnc(SCC(=O)NC(=O)c2ccccc2)s1	0.3	17	1	-2	-3	2.3	-5	-1	-8	-2	0
CCn1c(SCC(=O)OC2CCCCC2)nnc1-c1ccncc1	-1.3	.	-1	-12	9	-0.2	0	1	1	-2	-1
Cc1c(C#N)c(NC(=O)CCl)n(Cc2ccccc2)c1C	-1.8	-10	2	-28	-14	-0.4	-2	-18	-7	-8	-3
O=S(=O)(c1ccccc1)c1cnc(-c2ccccc2)nc1N1CCCC1	0.6	-7	-2	3	.	0.2	0	8	3	-8	-3
O=C1C(Cl)=C(NCCCN2CCOCC2)C(=O)c2ccccc21	-0.1	-20	-2	.	2	0.1	-5	3	14	4	9

Among those listed so far, 10 have a Cl atom:
SMILES	CDK5 inh	PfHsp90 set2	Keap1-Nrf2 PPI	SUMO Mot1 rescue	Rtt109 HAT inh	C-LANA FP	RTF Ca sens act	RTF Ca sens inh	PvdQ acylase	dFosB activator	NSD2 HMT inh
O=C(NCCc1ccc(Cl)cc1)c1n[nH]c2ccccc12	0.4	11	-5	425	-1	0.4	11	-5	-7	-13	-3
O=C(Nc1ccnn1C1CCN(C2CCC2)CC1)c1ccccc1Cl	-0.6	-13	0	-15	-3	0.3	-2	-8	-13	10	1
O=C(NCCN1CCOCC1)c1cc(-c2ccc(Cl)c(Cl)c2)on1	0.9	15	1	135	-5	2.4	-8	6	-6	-8	-3
COc1ccc(NC(=O)c2c(-c3c(Cl)cccc3Cl)noc2C)cn1	1.8	-7	-1	-8	-10	1.8	2	-6	-6	-12	6
CN(C)/C=C(\C=N\OCc1ccc(Cl)cc1Cl)C(=O)Nc1ccc(Cl)c(Cl)c1	-0.4	-4	5	-37	13	0.3	-12	2	-5	-12	3
C=CCOC(=O)C1=C(C)NC(SCC)=C(C#N)C1c1ccc(Cl)cc1 (stereo not given)	0.3	-23	1	5	-1	-1.2	-4	-5	9	-4	-10
CCOc1ccc(NC(=O)CN(C)C(=O)c2c(C)nn(Cc3ccccc3Cl)c2C)cc1OCC	-1.5	.	-2	.	-2	0.3	3	-5	7	-11	0
Cc1ccc(C)c(NC(=O)c2cccc(Oc3ccc([N+](=O)[O-])cc3Cl)c2)c1	-0.8	-21	-2	2	.	-0.3	2	3	-8	-4	-1
Cc1c(C#N)c(NC(=O)CCl)n(Cc2ccccc2)c1C	-1.8	-10	2	-28	-14	-0.4	-2	-18	-7	-8	-3
O=C1C(Cl)=C(NCCCN2CCOCC2)C(=O)c2ccccc21	-0.1	-20	-2	.	2	0.1	-5	3	14	4	9
